Screens deposited in PubChem BioAssay by several laboratories.
XIAP antagonists: small molecules displacing peptide from XIAP – biochemical, IAP family, fluorescence polarization (AID 1018). XIAP BIR domain, fluorescence polarization peptide displacement; higher % means a stronger effect. one-dose displacement, % at 20 µM; IC50 in µM for titrated hits. 200,000 tested, 0.007% active; in the data active = displacement above about 50%; note: a part of the inactive calls stands beside numbers as strong as those of hits
AID2073: inhibitors of Mint1-CaV2.2 protein interaction, biochemical, HTRF (AID 2073). 290,000 tested, 0.19% active. HTRF protein-protein interaction, Mint1-CaV2.2; higher % means a stronger effect. inhibition, % at 20 µM, or IC50 in µM where a hit was titrated; in the data active = inhibition mostly above about 51%, no sharp cut-off; note: some results filed as inactive read as strong as hits
HIV fusion peptide: inhibitors of HIV fusion peptide binding, primary screen, biochemical, uHTS, fluorescence dequenching (AID 1986) | cell-free peptide binding, fluorescence dequenching, 30 min; higher % means a stronger effect | inhibition, % at 20 µM, or IC50 in µM where a hit was titrated | 290,000 tested, 0.3% active; in the data active = inhibition mostly above about 52%, no sharp cut-off; inactive = mostly below about 76%; note: some results filed as inactive read as strong as hits
LYP phosphatase: PTPN22 lymphoid phosphatase activity blockers – biochemical, fluorescence intensity, uHTS (AID 1779) | 290,000 tested, 0.054% active | recombinant LYP phosphatase, fluorescence intensity; higher % means a stronger effect | inhibition, % at 11.5 µM, or IC50 in µM where a hit was titrated;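 note: plate controls were vehicle with enzyme for no effect and no enzyme for full effect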
Myeloid diff MLP: compounds promoting myeloid differentiation; ER-HoxA9 myeloid progenitors, lysozyme-GFP differentiation, flow cytometry; calls only at 10 µM; 360,000 tested, 1% active;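 active = normalized GFP-positive differentiation at or above the plate's own cutoff, the solvent-only control mean plus 3 SD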;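 note: cells exposed to compound for four days before flow analysis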
Hep lipid drop: hepatic lipid droplet formation modulation; AML12 mouse hepatocytes, oleate lipid droplets, BODIPY imaging; inhibition, % at 6.5 µM; 240,000 tested, 0.4% active; AID 1656;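 active = lipid droplet intensity inhibited by at least 50%, with more than 500 cells counted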
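Assay system: AML12 mouse liver cells | Compound dosing: One dose, 6.5 µM compound | Read-out basis: Droplet intensity reduction, % inhibition | Measured by: Fluorescence imaging, 20x objective, two fields per well | Schedule: Overnight treatment with compound plus oleate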
NOD2 inhibition: inhibition of NOD2-driven NF-kB reporter – cell-based, luminescence, uHTS, HEK293 (AID 1566); HEK293 NOD2/NF-kB luciferase reporter, luminescence; higher % means a stronger effect; one-dose inhibition, % at 4 µM; EC50 in µM for titrated hits; 290,000 tested, 0.63% active; note: many of its hits are not listed in these tables
SIAH1 antagonists: blockers of Siah-1 interaction with plectin peptide – biochemical, fluorescence polarization, rhodamine-plectin, uHTS, primary screen (AID 1817) | Siah-1 / rhodamine-plectin peptide fluorescence polarization; higher % means a stronger effect | one-dose displacement, % at 20 µM; IC50 in µM for titrated hits | 290,000 tested, 0.02% active;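 active = displacement of at least 50% at 20 µM, with a fluorescence ratio check between 0.3 and a set limit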;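 note: plate controls were Siah plus tracer with DMSO for no effect and tracer alone without Siah for full effect; strong numbers were not always called active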
NS5 inhibitors: Dengue-2 NS5 methyltransferase inhibitors, primary screen, biochemical, confirmation dose response (AID 588689). inhibition, % at 25 µM; hits with a dose series show IC50 in µM. Dengue-2 NS5 methyltransferase capping enzyme assay, biochemical; higher % means a stronger effect. 340,000 tested, 0.3% active; in the data active = a potency from the dose series
Hep lipid drop cells 6.5 µM: second read-out of Hep lipid drop, no call of its own (marks repeat the call); cell count; measured here: cell count, cytotoxicity flag;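 cells counted across two imaged fields per well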
NS5 inhibitors pilot replicate: recorded beside NS5 inhibitors, whose call it bears; inhibition, %; measured here: pilot screen replicate inhibition
Myeloid diff MLP GFP+ MAC1+ %: second read-out of Myeloid diff MLP, no call of its own (marks repeat the call); GFP+ MAC1+ double positive, %; measured here: differentiation confirmed by MAC1 staining
* marks the source's active call; other numbers are inactive results; i = inactive; . = no result given; + = active, no number. Cut-off read from the data, not from the text of the source, unless noted: active = inhibition above about 50%; inactive = the rest. An excerpt, so the mix of outcomes need not match the whole.

SMILES	XIAP antagonists	AID2073	HIV fusion peptide	LYP phosphatase	Myeloid diff MLP	Myeloid diff MLP GFP+ MAC1+ %	Hep lipid drop	Hep lipid drop cells 6.5 µM	NOD2 inhibition	SIAH1 antagonists	NS5 inhibitors	others
N#Cc1cc2c(nc1SCC(=O)N1CCOCC1)CCCCC2	-3.0%	-6.2%	0.1%	-5.0%	i	9.9	-0.4	771	46.0%	2.4%	-2.1%
O=C(Nc1cccnc1)C1CC(c2ccccc2O)=NO1 (configuration not stated)	-7.6%	-1.5%	-0.4%	-6.7%	i	0.6	7.6	801	8.7%	-2.4%	-2.1%
CC(=O)c1c(C)[nH]c(C(=O)OCC(=O)C(C)(C)C)c1C	-1.5%	7.2%	1.3%	-5.1%	i	2.1	.	.	-2.8%	-1.0%	-3.1%
CC(=O)CSc1ncnc2c1oc1ccccc12	-5.8%	20.5%	-0.2%	1.0%	i	0.7	.	.	-20.9%	1.1%	-1.4%
COc1ccc(NC(=O)NCCCN2CCc3ccccc3C2)cc1	-1.8%	8.3%	-1.7%	-3.9%	i	0.2	18.3	661	7.1%	-2.9%	-14.5%
CCOP(=O)(OCC)C(Nc1ccccn1)c1ccc(F)cc1 (configuration not stated)	-7.6%	-10.3%	-0.7%	-7.7%	i	0.2	-5.7	647	17.8%	1.6%	-7.3%
O=C(O)C1CCN(S(=O)(=O)c2cccnc2)CC1	-3.6%	6.4%	2.8%	-4.5%	i	0.4	.	.	-6.7%	2.4%	-2.8%
Cc1ccnc(NC(=O)c2cccc([N+](=O)[O-])c2C)c1	-7.3%	17.4%	-0.3%	-5.1%	i	0.2	-6.0	709	14.9%	1.3%	-3.6%
CCOC(=O)C1=C(C)NC(=O)CC1c1cc(OC)c(OC)cc1Br (configuration not stated)	-2.7%	3.6%	0.3%	-4.3%	i	0.1	8.3	695	14.6%	4.1%	-2.9%
CCC(=O)OCC(=O)Nc1ccc2c(c1)OCO2	-6.8%	0.9%	-1.8%	-7.5%	i	0.4	4.7	669	17.1%	12.8%	0.8%
Cc1ccc(NC(=O)CN(Cc2ccccc2)S(C)(=O)=O)cc1C	-6.3%	1.3%	-3.6%	-4.6%	i	0.8	.	.	4.0%	3.4%	3.2%
Cc1ccc(S(=O)(=O)CC(=O)NC(C)(C)C)cc1	1.9%	-5.8%	-1.2%	-7.0%	i	0.5	-3.7	697	15.9%	3.9%	-11.0%
COC(=O)c1sc(NC(=O)CC(C)C)c(C(=O)OC)c1C	-4.9%	1.0%	-1.5%	-4.5%	i	0.1	12.0	798	5.3%	0.4%	2.7%
COC(=O)c1ccccc1NC(=O)c1ccc(COc2ccc3c(c2)CCC3)cc1	3.4%	-6.6%	0.4%	-6.2%	i	0.8	.	.	6.6%	8.8%	-8.8%
Cc1nnsc1C(=O)Nc1ccc(Cl)cc1	-0.7%	7.2%	3.2%	3.7%	i	0.7	6.7	743	-14.2%	-4.1%	3.4%	NS5 inhibitors pilot replicate=-3.0
O=C(NCc1ccccc1)c1cc(-n2cnnc2)ccc1Cl	-0.8%	2.4%	-0.8%	-2.4%	i	0.4	-6.7	707	4.5%	4.1%	.
O=C(Nc1nc(-c2ccc3c(c2)OCCO3)cs1)C1CCCC1	-3.9%	2.2%	1.8%	-3.0%	i	0.9	-10.1	621	-92.5%	-7.5%	-7.7%
Cc1cc(C)nc(/N=C(\N)Nc2ccc(SC(F)F)cc2)n1	.	13.0%	0.3%	-3.4%	i	0.0	-0.2	656	3.8%	-1.3%	-2.3%
O=C(OCc1cn(-c2ccc(Cl)c(Cl)c2)nn1)c1ccccc1Cl	-11.9%	-4.8%	-3.3%	2.2%	i	1.2	.	.	7.0%	5.8%	-8.2%	NS5 inhibitors pilot replicate=4.7
COC(=O)CSC(C)C(=O)Nc1nnc(C(C)C)s1 (configuration not stated)	-1.8%	-9.3%	-0.9%	-9.2%	i	0.2	1.5	717	11.8%	9.1%	-8.0%
COc1ccc(CCNc2oc(-c3ccc(OC)c(OC)c3)nc2P(=O)(OC)OC)cc1OC	-6.0%	16.8%	-1.5%	-17.0%	i	0.3	24.7	724	-5.5%	-7.7%	0.3%
CCCN=Cc1c(CCC)[nH]n(-c2nc3ccccc3s2)c1=O	-1.1%	-6.2%	-4.8%	-4.5%	i	0.5	.	.	-31.2%	3.8%	-3.5%
COc1ccc2[nH]c(C)c(CCN3C(=O)OC(C)(C)C3(C)O)c2c1 (configuration not stated)	-6.5%	0.5%	-2.1%	-2.0%	i	2.2	10.1	654	-2.4%	9.0%	0.0%
NC(=O)c1oc2ccccc2c1NC(=O)c1ccccc1	-6.1%	-0.7%	-1.9%	-3.7%	i	0.9	10.8	774	-1.3%	-2.9%	-8.0%
C=CCn1c(SCC(N)=O)nnc1-c1cccc(Br)c1	-3.6%	8.0%	-3.0%	-3.8%	i	1.2	.	.	4.4%	5.2%	-10.2%

Molecules listed so far that have bromine, in the order listed:
SMILES	XIAP antagonists	AID2073	HIV fusion peptide	LYP phosphatase	Myeloid diff MLP	Myeloid diff MLP GFP+ MAC1+ %	Hep lipid drop	Hep lipid drop cells 6.5 µM	NOD2 inhibition	SIAH1 antagonists	NS5 inhibitors	others
CCOC(=O)C1=C(C)NC(=O)CC1c1cc(OC)c(OC)cc1Br (configuration not stated)	-2.7%	3.6%	0.3%	-4.3%	i	0.1	8.3	695	14.6%	4.1%	-2.9%
C=CCn1c(SCC(N)=O)nnc1-c1cccc(Br)c1	-3.6%	8.0%	-3.0%	-3.8%	i	1.2	.	.	4.4%	5.2%	-10.2%

Continuation.
SMILES	XIAP antagonists	AID2073	HIV fusion peptide	LYP phosphatase	Myeloid diff MLP	Myeloid diff MLP GFP+ MAC1+ %	Hep lipid drop	Hep lipid drop cells 6.5 µM	NOD2 inhibition	SIAH1 antagonists	NS5 inhibitors	others
COC(=O)c1c(NC(=S)Nc2ccc(CC(=O)O)cc2)sc(C)c1C	-6.6%	-7.9%	15.2%	-3.8%	i	0.5	3.5	735	11.7%	-0.4%	3.3%
Cc1cccc(NNC(N)=S)c1C	-4.5%	-21.0%	-0.5%	-8.6%	i	0.3	-18.8	693	-18.5%	9.7%	-5.3%
Cn1cc(S(=O)(=O)N2CCOCC2)cc1C(=O)NCCc1ccccc1	.	10.0%	0.1%	-13.0%	i	3.4	3.3	789	1.6%	-3.7%	1.4%
COc1ccccc1C(=O)Nc1ccnn1C1CCN(C/C=C/c2ccc(F)cc2)CC1	.	0.6%	2.9%	-3.0%	+	3.7*	4.8	841	6.8%	-0.2%	1.3%
CCOc1ccc2c(c1)ncn2Cc1ccccc1	-4.4%	-5.8%	0.1%	-8.1%	i	0.1	0.2	688	-16.3%	-4.8%	-7.4%
CCOC(=O)C1(C)NC(c2ccccc2F)C2C(=O)N(c3cccc(C(C)=O)c3)C(=O)C21 (configuration not stated)	-3.6%	-3.5%	-0.3%	-8.4%	i	1.2	.	.	2.6%	1.2%	-0.8%
Cc1ccc(CNC(=O)C2(C(F)(F)F)C/C(=C\Cc3ccccc3)CCCO2)o1 (configuration not stated)	.	17.1%	5.1%	-5.4%	i	0.9	6.4	845	12.6%	5.8%	-12.4%
CC(C)(C)c1cc(C(=O)NCc2ccccc2)ccn1	-0.8%	-15.0%	-1.7%	-6.1%	i	1.7	-2.4	693	12.5%	5.3%	-8.6%
CN1CCC(OC(=O)c2ccccc2Cl)CC1	-4.1%	12.4%	0.6%	-9.8%	i	0.1	-49.2	706	9.6%	-0.9%	.
NC(=O)[C@@H]1CCCN1Cc1nc(-c2ccccc2)no1	-8.9%	0.8%	0.1%	-7.4%	i	0.4	6.0	686	-8.1%	-3.0%	0.8%
Cn1c(=NC(=O)c2ccco2)sc2cccc(F)c21	2.5%	-3.3%	-0.9%	-5.1%	i	3.6	.	.	-80.5%	-1.2%	1.4%
CCCOc1ccc(C(=O)NCC(c2ccco2)N(C)C)cc1OC (configuration not stated)	-1.9%	8.6%	3.0%	-2.9%	i	0.4	-25.4	632	-2.3%	-3.0%	4.4%
C=CCn1c(SCC(=O)c2ccc(OC)cc2)nnc1C(C)NC(=O)c1cccs1 (configuration not stated)	-6.2%	-8.6%	-1.1%	6.6%	i	9.1	-6.7	741	-32.8%	-1.8%	-16.9%
CC(NS(=O)(=O)c1cn(C)c(=O)n(C)c1=O)c1ccccc1 (configuration not stated)	.	8.7%	1.3%	-10.4%	i	1.5	-1.6	674	-5.6%	1.3%	1.6%
Cc1ccc2[nH]c3c(=O)n4c(nc3c2c1)SCC4	-8.2%	-8.1%	-1.1%	-7.8%	i	0.3	-11.4	696	-3.5%	-0.1%	2.5%
O=C(Nc1nc2c(s1)CCCC2)c1ccc(Br)s1	-3.2%	1.0%	-1.9%	-3.5%	i	1.6	3.0	768	-115.8%	1.9%	-4.9%
COc1ccc(NC(=O)C2CCN(S(=O)(=O)c3c(C)nn(C)c3C)CC2)cc1	.	-2.1%	-1.0%	-16.0%	i	1.4	-0.4	788	-0.1%	-1.0%	-2.8%
O=C(c1ccc(F)cc1)N(Cc1ccco1)C1CCS(=O)(=O)C1 (configuration not stated)	.	-6.2%	0.3%	-6.9%	i	1.5	4.6	820	4.1%	-4.5%	-4.5%
COc1cc(C(C(=O)NC2CCCC2)N(C(=O)c2snc(C(N)=O)c2N)c2ccccc2)cc(OC)c1OC (configuration not stated)	.	7.6%	-0.6%	-2.4%	i	0.8	-3.6	833	12.9%	-1.7%	-9.8%
CN(C(=O)COC(=O)CNS(=O)(=O)/C=C/c1ccccc1)C1CCS(=O)(=O)C1 (configuration not stated)	-3.7%	-5.4%	-2.2%	-6.0%	i	2.0	.	.	9.2%	5.3%	2.4%
CC(C)(C)c1cc(NC(=O)Nc2ccccc2)no1	.	-1.2%	2.2%	-5.9%	i	1.4	1.5	618	-127.2%	3.2%	-10.8%
NNC(=O)c1ccc(Cn2cc(Br)c(N)n2)cc1	.	5.9%	0.1%	-3.5%	+	1.2*	-3.5	710	-20.9%	-2.9%	2.3%
CCOc1ccc(/C=C2\SC(=O)N(CCNC(=O)C3COc4ccccc4O3)C2=O)cc1OC (configuration not stated)	-5.6%	4.3%	-1.6%	1.5%	i	0.6	-23.9	606	6.6%	2.2%	-9.6%
COC(=O)c1c(C)nc(C)c2c(=O)oc3ccccc3c12	-5.8%	12.0%	-0.3%	-6.3%	i	1.0	.	.	-4.8%	-1.7%	-2.7%

Three neighbouring compounds out of the list so far:
SMILES	XIAP antagonists	AID2073	HIV fusion peptide	LYP phosphatase	Myeloid diff MLP	Myeloid diff MLP GFP+ MAC1+ %	Hep lipid drop	Hep lipid drop cells 6.5 µM	NOD2 inhibition	SIAH1 antagonists	NS5 inhibitors	others
COC(=O)c1c(NC(=S)Nc2ccc(CC(=O)O)cc2)sc(C)c1C	-6.6%	-7.9%	15.2%	-3.8%	i	0.5	3.5	735	11.7%	-0.4%	3.3%
Cc1cccc(NNC(N)=S)c1C	-4.5%	-21.0%	-0.5%	-8.6%	i	0.3	-18.8	693	-18.5%	9.7%	-5.3%
Cn1cc(S(=O)(=O)N2CCOCC2)cc1C(=O)NCCc1ccccc1	.	10.0%	0.1%	-13.0%	i	3.4	3.3	789	1.6%	-3.7%	1.4%
